Assay outcomes deposited in PubChem BioAssay by several laboratories.
Shn3 inh set2: inhibitors of Schnurri-3 3'UTR reporter in osteoblasts; inhibition, % at 12.5 µM; Clone20 osteoblast Shn3 3'UTR firefly luciferase, 24 h; hit rate 0.52% among 360,000;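 active = mean inhibition of at least 75% with every replicate also reaching 75%; inconclusive = mean inhibition at least 75% but some replicate below; inactive = mean inhibition below 75%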;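 note: 0% = median of neutral control wells and 100% = pilot-screen positive control compound; some compounds past the cut are filed as inactive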
HIF-2a inh: HIF-2a inhibition | inhibition, % at 18.8 µM | AID 624352 | 786-0 RCC cells HIF-2a reporter, luciferase luminescence, overnight | hit rate 0.72% among 360,000;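 active = inhibition of the luminescence signal of 40% or more relative to plate controls, in a single-dose primary screen at 18.75 µM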
NR2E3 ag-1: human photoreceptor-specific nuclear receptor agonism. CHO-S Gal4-NCOR/VP16-NR2E3 two-hybrid, luciferase. inhibition of corepressor binding, % at 3.98 µM. hit rate 0.35% among 360,000. AID 602229;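 active = inhibition above the mean of all tested compounds plus 3 SD, cut at about 70% in these data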;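 note: 0% = DMSO with NR2E3 transfected cells and 100% = cells lacking NR2E3 construct; higher means lower luciferase signal from less NR2E3 corepressor binding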
Target sequence (Q9Y5X4 whole entry, looked up, the tested form may be a part): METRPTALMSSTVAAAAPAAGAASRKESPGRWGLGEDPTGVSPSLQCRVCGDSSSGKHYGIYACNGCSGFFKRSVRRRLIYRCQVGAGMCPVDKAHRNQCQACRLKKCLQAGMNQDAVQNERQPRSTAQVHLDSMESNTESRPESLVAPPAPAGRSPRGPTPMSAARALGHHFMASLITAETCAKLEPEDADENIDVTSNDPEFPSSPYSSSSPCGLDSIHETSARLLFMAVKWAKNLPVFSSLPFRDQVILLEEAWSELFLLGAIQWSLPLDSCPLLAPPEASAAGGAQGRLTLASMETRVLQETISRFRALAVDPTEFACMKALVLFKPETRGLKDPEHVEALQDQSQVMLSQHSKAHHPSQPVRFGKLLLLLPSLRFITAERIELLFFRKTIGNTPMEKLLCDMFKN
CF NFkB block: blocks PAF-induced NF-kB reporter in cystic fibrosis cells | KKLEB NF-kB-GFP reporter, GFP fluorescence overnight | inhibition, % at 5 µM | hit rate 0.86% among 360,000 | AID 588850;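 active = at least 50% inhibition at 5 µM, scaled per plate between neutral and stimulator controls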;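 note: PAF is a Pseudomonas aeruginosa culture filtrate used as stimulus; plate controls were PAF-stimulated DMSO wells for no effect and unstimulated DMSO wells for full effect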
KKLEB tox: CF airway cell cytotoxicity counter-screen; hit rate 0.36% among 360,000; KKLEB CF airway cells viability, ATPlite luminescence, overnight; active compounds read low; cells stimulated with P. aeruginosa culture filtrate; activity change (cytotoxicity), % at 5 µM;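 active = corrected activity change at or below -50% at 5 µM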
NR2E3 ag-2: activates human photoreceptor nuclear receptor NR2E3; inhibition of corepressor binding, % at 4.78 µM; GST-NR2E3/biotin-RetCOR TR-FRET, 1536-well; AID 2300; hit rate 0.12% among 320,000;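 active = percent inhibition above the cutoff of mean plus 3 SD of all tested compounds, set per screening campaign, cut at about 20% in these data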;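 note: 0% = DMSO wells and 100% = biotin wells as full block of FRET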
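Test system: GST-NR2E3 and biotin-RetCOR proteins | Quantity: 1.35 nM GST-tagged NR2E3 final | Medium: Tris pH 7.5 | Also added: 7 nM biotin-RetCOR | Dosing: Compound at 4.8 µM, single dose | Timing: 5 h at 4 °C | Detection: Time-resolved FRET | Read-out basis: Percent inhibition | Benchmarks: Biotin wells as high control, 0.6% DMSO wells as low control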
TWEAK Fn14 block: blocks TWEAK-Fn14 interaction in a reporter cell assay; inhibition, % at 10 µM; hit rate 2% among 360,000; TWEAK-stimulated Fn14 reporter cells, luciferase luminescence, 8 h; in the data active = inhibition above about 50%
aDG glyco up: increases alpha dystroglycan glycosylation | Pro5-aDG cells, alpha-DG glycosylation AlphaScreen (IIH6); 0% Pro5, 100% B10-LARGE cell signal | activation, % at 10 µM | hit rate 0.22% among 360,000;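 active = activation of at least 8% versus controls, or a plate z-score of at least 8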;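 note: Pro5 are CHO cells carrying HIG-tagged alpha-DG that lacks glycosylation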
MITF TRPM1 inh: MITF TRPM1 promoter inhibition in SK-MEL-5 cells. SK-MEL-5 TRPM1 promoter luciferase, 24 h. inhibition, % at 12.5 µM. hit rate 0.83% among 330,000;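 active = mean inhibition across replicates of 60% or more, whatever share of single replicates reaches that level; inconclusive = some that reach 60%, reason not given; inactive = mean inhibition across replicates below 60%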; note: values of inactives mirror those of a sister screen read the other way
iPSC survival up: increases survival of single human iPS cells. hiPSC single-cell survival, ATPlite luminescence; 100% = ROCK inhibitor wells, 0% = DMSO. survival enhancement, % at 20 µM. hit rate 0.044% among 360,000. AID 602274; in the data active = survival enhancement above about 18%;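 note: cells exposed to compounds for 16 hours before the ATP read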
Peg3 promoter: inhibitors of Peg3 promoter; HeLa PEG-Prom luciferase reporter, luminescence, overnight; inhibition, % at 20 µM; hit rate 1.7% among 360,000; AID 588405;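 active = inhibition of at least 50% at 20 µM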
An asterisk follows results filed as active; ? = inconclusive; · = not tested or not shown.

SMILES	Shn3 inh set2	HIF-2a inh	NR2E3 ag-1	CF NFkB block	KKLEB tox	NR2E3 ag-2	TWEAK Fn14 block	aDG glyco up	MITF TRPM1 inh	iPSC survival up	Peg3 promoter
OCC1(O)OC[C@@H](O)[C@H]1O (stereo not given in full)	18	1	-22	-4	7	-1	6	0.0	-10	0.8	2
CN(C)CCCN(C(=O)c1ccc(S(=O)(=O)N(C)C)cc1)c1nc2ccc(F)cc2s1	3	-30	-15	-1	-10	3	-11	0.0	0	1.5	-48
CCn1c(SCC(=O)Nc2nnc(C)s2)nnc1-c1ccco1	-6	-1	5	3	2	1	-3	0.4	9	1.5	1
Cn1c(=O)n(C)c2cc(C(=O)Nc3ccc(Br)cc3)ccc21	-16	-80	-4	-67	-1	-3	-20	0.1	-3	-0.6	-63
CCN1CCCC(OC(=O)C(c2ccccc2)c2ccccc2)C1 (stereo not given)	-33	0	21	0	17	-1	-16	2.7	3	5.6	-9
CC(C)c1ccc(CN(C)C(=O)c2ccc(S(=O)(=O)NCc3ccco3)cc2)cc1	61	13	33	2	14	1	20	1.4	·	-0.5	0
Nc1nc2ccc(Oc3ccccc3)cc2s1	-35	-206	-73	19	-9	·	-23	0.0	-72	0.2	-233
CCCCc1ccc(NC(=S)NCCc2ccc(F)cc2)cc1	13	-10	29	-20	14	1	-36	3.4	4	-3.9	4
Cc1cc(C(=O)CSc2nc(N)cc(=O)[nH]2)ccc1F	2	23	-4	4	-7	-1	-8	0.1	5	0.3	18
CN(C)CCN1C(=O)C(=O)/C(=C(/O)c2ccccc2)C1c1ccccc1F (stereo not given)	-3	6	0	-1	-10	1	4	0.0	7	-4.2	12
CCOP(=O)(c1ccccc1)C(O)c1ccc([N+](=O)[O-])cc1 (stereo not given)	-8	11	5	-15	-5	-2	-2	0.0	0	-0.4	5
COc1ccc(CCNC(=O)CCC(=O)NC2CCCCC2)cc1OC	5	21	22	-5	-2	0	4	0.0	-2	0.0	10
Cc1ccc(-c2cc(=O)c3ccc(Cl)cc3[nH]2)cc1	-12	10	-10	-12	-10	0	7	-0.2	7	-0.4	-14
CCNc1[nH]c(=O)n(C)c(=O)c1N=O	-18	21	-9	11	-3	-2	-15	-0.2	2	2.9	16
Cc1ccc(Cl)cc1NC(=O)c1ccccc1OCC(=O)Nc1ccc(Cl)cc1	0	18	11	44	-43	0	32	-0.6	26	-0.4	31
CN(C)c1ccc(C=c2c3ccccc3n3c2c2c([n+]3C)CCCC2)cc1	91*	93*	96*	-139	7	·	63*	1.1	98*	-3.0	102*
Cc1ccc([N+](=O)[O-])cc1S(=O)(=O)NCCc1cn2ccccc2n1	-2	12	4	-11	6	-3	-9	0.0	4	-0.6	-2
CCN(CC)C(=O)Cn1c(=O)n(C)c2ccccc21	-8	23	17	-9	7	-5	5	-0.1	-11	5.3	17
Cc1c(C)c2c(c(C)c1O)CCC(C)(C(=O)O)O2 (stereo not given)	-13	-5	-28	-12	4	2	15	-0.2	-2	-0.8	-11
CC(=O)Nc1ccc(Nc2ccc3c4c(cc(=O)n3C)-c3ccccc3C(=O)c24)cc1	-27	-8	11	-230	-8	3	-67	-0.2	7	-0.8	-17
COc1ccc(CCNC(=O)C(=O)NCC2OCCCN2S(=O)(=O)c2cc(C)ccc2C)cc1 (stereo not given)	22	12	-35	-25	-13	3	-3	-0.2	8	-0.4	8
N#Cc1cc(-c2ccccc2)nc(Oc2ccccc2)n1	0	23	-1	14	2	0	61*	0.1	6	3.7	24
O=S(=O)(c1ccc(-c2ccccc2)cc1)N1CCOCC1	3	6	-4	5	-1	-4	0	0.0	9	2.0	2
CC(C)CC(=O)N1CCN(Cc2ccc3c(c2)OCO3)CC1	-8	-27	0	5	3	3	14	0.1	2	-0.5	9
COc1cc(NC(=O)[C@@H](NC(=O)N2CCn3c2nc2ccccc23)C(C)C)cc(OC)c1	-1	14	-15	26	-1	-1	6	0.1	5	-0.5	8
CC1(C)C2CC=C(/C=N/n3cnnc3)C1C2 (stereo not given)	-3	8	-1	5	2	-1	-21	0.0	-8	8.8	1
CCOC(=O)N1CCC(=NNC(=O)c2cc3ccccc3cc2O)CC1	-10	4	-28	14	-3	0	-1	-0.1	11	-0.4	-1
Cc1ccc(Cl)cc1N(CC(=O)NC1CCCC1)C(=O)c1csnn1	1	10	-22	-3	4	5	33	-0.1	4	-0.6	11
CNc1ncnc(NC)c1[N+](=O)[O-]	13	7	7	4	0	·	-15	0.4	-8	1.2	15
O=C(c1ccccc1)c1cccc(NC(=O)C2CC2)c1	-9	-30	-13	3	3	2	2	0.5	-14	0.9	-26
Cc1ccc(S(=O)(=O)N2CCN(C(=O)CSc3nc4ccccc4c(=O)[nH]3)CC2)cc1	-9	2	21	7	-2	-2	-4	0.1	-14	0.4	25
Cc1ccc(N2CCN(C(=O)c3cn(CC4CCCCC4)nn3)C(C)C2)cc1 (stereo not given)	-80	-208	-104	-43	19	3	-4	-0.1	-64	-0.4	-243
O=C(CSc1nnc2c(n1)[nH]c1ccc(F)cc12)NC1CC1	-1	15	-12	-4	3	4	-19	-0.1	11	-0.4	10
CCCn1c(SCC(=O)NC(C)C)nc2sc3c(c2c1=O)CCC3	-2	9	-3	3	-19	1	46	0.0	3	1.3	17
CCCCc1c(C)[nH]c(=S)[nH]c1=O	-7	6	-35	-6	7	0	0	-0.2	-10	-0.5	12
COc1ccc(CNC(=O)c2ccc(CN3CCOCC3)cc2)cc1	18	-53	-18	-5	-2	-3	-18	0.4	-2	-3.6	-32
Cc1ccccc1C(=O)N=c1ccn(-c2nc3ccccc3nc2NS(=O)(=O)c2ccccc2)cc1	16	-22	-3	5	14	4	-2	-0.6	18	2.0	-1
CCC1CCC(N2CCN(c3ccc(F)cc3)CC2)CC1 (stereo not given)	2	6	-18	7	2	·	9	0.0	-6	0.1	11
COc1ccc(-n2nc(C(=O)NCC(=O)Nc3cc(Cl)c(OC)cc3OC)c3ccccc3c2=O)cc1	19	13	-6	6	-10	1	17	-0.3	10	-0.2	20
CCOC(=O)c1sc(-c2ccc(OC)cc2)cc1N	-117	-341	-164	-3	10	0	12	0.1	-102	-2.6	-327
CC(=O)N1CCc2cc(S(=O)(=O)NCCC(=O)NC3CCN(Cc4ccccc4)CC3)ccc21	-12	11	-15	-5	-18	1	-10	-0.3	7	5.2	11
CCCC(CCC)C(=O)Nc1ccc2c(c1)N(C(=O)CCN1CCN(C)CC1)c1ccccc1CC2	9	8	8	20	-15	4	1	0.1	-3	-2.1	-12
COCCN1CC(C(=O)NCc2ncccc2C)CCC1=O (stereo not given)	-13	1	-10	-5	8	-3	0	1.1	-14	-0.3	-4
Oc1cc(-c2ccc(N3CCCCC3)nc2)cc2cccnc12	?	-83	-60	-10	-2	·	-55	0.1	-12	-3.6	-123
O=C(CN(C1CCCCC1)S(=O)(=O)c1ccccc1)NCc1cccnc1	-2	11	-4	5	-3	4	-3	-0.1	5	3.6	-3
Cc1cc(C)c(S(=O)(=O)N2CCCC(C(=O)NC3CCCC3)C2)c(C)c1 (stereo not given)	-4	22	-34	-9	6	3	37	0.1	5	0.7	8
CCOC(=O)C1CCCN(Cc2ccccc2C)C1 (stereo not given)	8	-9	-4	10	-10	-1	-6	0.4	2	-1.0	-9
O=C(Cc1ccccc1)N[C@@H](Cc1ccccc1)c1nc2ccccc2[nH]1	21	31	-16	-6	4	1	19	0.1	0	1.9	1
Cc1ccc(CNC(=O)C2CCC(=O)N(CC3CCCCC3)C2)o1 (stereo not given)	-11	-5	-6	-12	-2	2	23	0.5	-8	-0.3	15
CCOc1ccc(CCNC(=O)CSc2nnnn2C)cc1OCC	1	9	1	12	4	-2	-12	0.2	5	0.2	17

Next section.
SMILES	Shn3 inh set2	HIF-2a inh	NR2E3 ag-1	CF NFkB block	KKLEB tox	NR2E3 ag-2	TWEAK Fn14 block	aDG glyco up	MITF TRPM1 inh	iPSC survival up	Peg3 promoter
CCCCNC(=O)c1ccc(CS(=O)(=O)Cc2ccccc2F)o1	7	12	-4	-3	2	3	-1	0.0	-18	0.0	-5
O=c1c2ccccc2nc(SCc2nnc(-c3ccccc3Br)o2)n1-c1ccccc1	9	3	-19	-18	10	2	25	0.6	-4	-0.8	-8
CC1CCCC(NC(=O)COC(=O)c2cc(=O)[nH]c3ccccc23)C1C (stereo not given)	3	10	3	6	-1	·	10	-0.3	-6	-1.5	4
c1ccc(CN=C(NCc2ccccc2)NCc2ccccc2)cc1	83*	10	10	2	-7	·	36	2.9	16	-5.3	90*
CCOc1c(Cl)cc(CNC(C)(C)CC(C)(C)C)cc1OC	12	-4	2	7	0	1	9	0.2	0	-5.3	4
CCOc1ccc(-c2cc(CCCC(=O)NCCc3ccccc3)no2)cc1	5	8	-5	4	4	2	-8	0.6	8	-2.5	-23
O=C(O)c1ccccc1C(=O)OCCc1cc2ccccc2c(=O)o1	-30	-10	-11	-26	8	-1	-18	-0.1	-4	0.5	-3
CCSc1nnc(NC(=O)[C@@H](NC(=O)c2ccccc2F)C(C)C)s1	11	-11	-2	-7	-7	4	1	-0.3	4	-1.6	19
Cc1ccc(OCc2cc(C(=O)NC3CCOC3)no2)cc1C (stereo not given)	-6	-67	-35	-17	14	1	-4	-0.1	-20	-0.4	-48
CCN(CC#CCC1(O)c2ccccc2-c2ccccc21)CCO	3	15	-16	14	-3	-4	-6	-0.1	-3	-2.0	14

Grouped by structure, the entries above containing a nitro group on carbon (three)
SMILES	Shn3 inh set2	HIF-2a inh	NR2E3 ag-1	CF NFkB block	KKLEB tox	NR2E3 ag-2	TWEAK Fn14 block	aDG glyco up	MITF TRPM1 inh	iPSC survival up	Peg3 promoter
CCOP(=O)(c1ccccc1)C(O)c1ccc([N+](=O)[O-])cc1 (stereo not given)	-8	11	5	-15	-5	-2	-2	0.0	0	-0.4	5
Cc1ccc([N+](=O)[O-])cc1S(=O)(=O)NCCc1cn2ccccc2n1	-2	12	4	-11	6	-3	-9	0.0	4	-0.6	-2
CNc1ncnc(NC)c1[N+](=O)[O-]	13	7	7	4	0	·	-15	0.4	-8	1.2	15

Next section.
SMILES	Shn3 inh set2	HIF-2a inh	NR2E3 ag-1	CF NFkB block	KKLEB tox	NR2E3 ag-2	TWEAK Fn14 block	aDG glyco up	MITF TRPM1 inh	iPSC survival up	Peg3 promoter
COc1c(F)cccc1C1=CC(=O)C[C@H](c2ccc3c(c2)OCO3)C1	-19	-49	-37	33	-16	6	-44	0.6	20	-1.1	-14
COc1cccc(NC(=O)N(C)C[C@@H]2OCc3cn(nn3)CCCC(=O)N([C@H](C)CO)C[C@H]2C)c1	-28	12	3	-7	8	·	-9	0.1	·	1.9	0
CC(NS(C)(=O)=O)C(c1cccs1)N1CCN(C)CC1 (stereo not given)	-2	19	-4	6	7	-1	-10	-0.1	3	9.3	-1
CC(C)(C)N(Cc1cc2ccccc2[nH]c1=O)C(=O)C1CCCCC1	-18	7	15	-20	6	-4	-2	0.2	-10	-0.3	18
O=C(c1ccco1)N1CCC(c2nc3ccccc3[nH]2)CC1	51	5	-11	10	11	-1	6	0.0	0	0.6	18
